EPAC1 antag = qHTS for Antagonist of cAMP-regulated guanine nucleotide exchange factor 3 (EPAC1): primary screen. Rap guanine nucleotide exchange factor 3 (Homo sapiens), O95398. EPAC1 GEF assay, Rap1b-BODIPY-GDP exchange fluorescence. Potency, µM (doses to about 115 µM), for the others: top-dose activity change, negative = inhibition, hits mostly inhibitors. 360,000 tested, 0.14% active. AID 720709, 2013;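 note: plate controls were vehicle for no effect and positive control for full effect; nearly all actives have a fitted effect of over 50% in size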
EPAC1 agonist = qHTS for Agonist of cAMP-regulated guanine nucleotide exchange factor 3 (EPAC1): primary screen | Potency, µM (doses to about 154 µM), inactives show at the top dose activation, usual class: activators | EPAC1 agonist qHTS, biochemical assay; response scale: 100% = response to 6.5 mM cAMP | 360,000 tested, 0.073% active | Rap guanine nucleotide exchange factor 3 (Homo sapiens), O95398; note: nearly all actives have a fitted effect of over 60% in size
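Nucleotide exchange assay: 100 nM EPAC1 with 250 nM Rap1B loaded with BODIPY-GDP and 50 uM GDP, room temperature. Fluorescence (480/540 nm) read every 5 min for 30 min; signal change normalized to 6.5 mM cAMP as full agonist.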
EPAC2 agonist = qHTS for Agonist of cAMP-regulated guanine nucleotide exchange factor 4 (EPAC2): primary screen; Rap guanine nucleotide exchange factor 4 (Homo sapiens), Q8WZA2; EPAC2 activation, biochemical qHTS; response scale: 100% = 6.5 mM cAMP response; 360,000 tested, 0.079% active; Potency, µM (top dose mostly 154 µM), without a hit: at the highest dose activation, hits mostly activators; note: nearly all actives have a fitted effect of over 50% in size
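Readout is BODIPY fluorescence (480 nm excitation, 540 nm emission), which falls as labeled GDP is exchanged off Rap1B. EPAC2 at 100 nM acted on 250 nM RAP1B-BODIPY-GDP with 50 uM GDP present.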
FUS suppressor = qHTS for Suppressors of FUS Proteinopathy: Primary screen using FUS-linked yeast assay; 390,000 tested, 0.24% active; Potency, µM (doses to about 76.6 µM), inactives show at the highest dose growth rescue (activation), most hits filed as activators; S. cerevisiae FUS-expressing, growth rescue, OD600, 24 h;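 note: plate controls were DMSO vehicle for no effect and reference control for full effect; nearly all actives have a fitted effect of over 55% in size; some results filed as inactive show a strong effect at the top dose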
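Toxicity suppression screen in FUS-yeast. Cells induced with 2% galactose, starting OD 0.005, treated 24hr at 30C with compounds at multiple final concentrations; growth by OD600.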
TDP43 rescue = qHTS of TDP-43 Inhibitors; TDP-43 expressing yeast growth rescue, BacTiter-Glo, 24 h; Potency, µM (titrated, usually from 46.1 µM), for inactives: top-dose growth rescue (activation), most hits filed as activators; 410,000 tested, 1.8% active; AID 652104, 2013; note: % of control where 0% means no effect; nearly all actives have a fitted effect of over 50% in size
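Galactose-induced TDP-43 yeast, OD600=0.02, compound pinned; 24 hr, 30 deg C; BacTiter-Glo luminescence for growth. Inhibitors of TDP-43 toxicity read as activators.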
EPAC2 antagonist = qHTS for Antagonist of cAMP-regulated guanine nucleotide exchange factor 2 (EPAC2): primary screen | 360,000 tested, 0.18% active | EPAC2 GEF exchange of Rap1B-BODIPY-GDP, fluorescence | Potency, µM (highest dose often 114 µM), inactives show at the top dose activity, negative = inhibition, hits mostly inhibitors | AID 720708, 2013 | Rap guanine nucleotide exchange factor 4 (Homo sapiens), Q8WZA2; note: % is set by controls: 0 for no effect and ±100 for the full control effect; nearly all actives have a fitted effect of over 45% in size; many of its hits are not listed in these tables
aSyn yeast inh = qHTS of alpha-syn Inhibitors; Yeast expressing alpha-synuclein, growth rescue, BacTiter-Glo, 24 h; Potency, µM (titrated, usually from 46.1 µM), for inactives: at the highest dose growth rescue (activation), most hits filed as activators; 370,000 tested, 0.14% active; note: % of control where 0% means no effect; nearly all actives have a fitted effect of over 65% in size
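Readout is rescue of growth in alpha-synuclein-expressing yeast, so inhibitors of toxicity appear as activators. Growth after 24 hr at 30 deg C in galactose medium is quantified by luminescence.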
PTHR1 ag = qHTS for PTHR1 Agonists: Primary Screen. Parathyroid hormone/parathyroid hormone-related peptide receptor (Homo sapiens), Q03431. HEK293 GP2 PTHR1 cells, GloSensor cAMP luminescence, 1 h. 410,000 tested, 0.075% active. Potency, µM (series often up to 115 µM), for the others: at the top dose activation, most hits filed as activators; note: nearly all actives have a fitted effect of over 55% in size; some results filed as inactive show a strong effect at the top dose; inactives centre near -15; many of its hits are not listed in these tables
Target sequence (Q03431 whole entry, looked up): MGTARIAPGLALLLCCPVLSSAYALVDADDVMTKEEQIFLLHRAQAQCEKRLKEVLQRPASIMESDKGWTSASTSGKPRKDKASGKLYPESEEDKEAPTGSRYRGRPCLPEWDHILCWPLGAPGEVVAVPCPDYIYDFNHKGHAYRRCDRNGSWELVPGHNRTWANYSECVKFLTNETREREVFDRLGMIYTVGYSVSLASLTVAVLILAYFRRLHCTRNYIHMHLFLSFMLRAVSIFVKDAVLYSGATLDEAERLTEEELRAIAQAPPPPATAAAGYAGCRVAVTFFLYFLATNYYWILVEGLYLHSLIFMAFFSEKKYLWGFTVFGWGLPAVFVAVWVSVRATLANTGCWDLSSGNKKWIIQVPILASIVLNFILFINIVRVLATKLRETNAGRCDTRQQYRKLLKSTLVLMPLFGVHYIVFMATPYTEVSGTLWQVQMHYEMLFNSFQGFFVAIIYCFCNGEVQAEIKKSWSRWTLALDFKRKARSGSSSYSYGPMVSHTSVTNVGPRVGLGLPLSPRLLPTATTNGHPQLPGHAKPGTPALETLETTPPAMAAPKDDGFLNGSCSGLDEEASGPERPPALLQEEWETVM
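HEK-293-derived GP2 cells expressing PTHR1 and a GloSensor cAMP reporter, 3,000/well, plated overnight, given luciferin plus IBMX (each 0.5 mM as added) for 1 h at 37 °C, then compound for 1 h at 37 °C. Luminescence was read after 15 min at room temperature.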
Active calls of the source: *; i = inactive; u = inconclusive; x = no result given; [ ] = dose if it differs, or a comment. Calls come from the whole dose curve; as a rule, active = well fitted curve in the direction sought with a large enough effect; inconclusive = small, poorly fitted or top-dose-only effect, or another doubt; inactive = no such curve, though single readings can be large; an effect the other way counts as inactive or inconclusive. Potency is the fitted concentration of half-maximal effect. Not all compounds are listed; rates above refer to the full screens.

Values in the order: EPAC1 antag | EPAC1 agonist | EPAC2 agonist | FUS suppressor | TDP43 rescue | EPAC2 antagonist | aSyn yeast inh | PTHR1 ag
1: COc1ccc2oc(C(=O)N(C)CCOc3ccc(Cl)cc3)c(C)c2c1
→ -6% | 10% | 14% | 38% | 16% | u | -2% | i
2: Cc1ccccc1-n1ncc2c1CC(C)(C)CC2NC(=O)CCN1CCCCC1=O (stereo not drawn)
→ u | -5% | 3% | 13% | -16% | 3% | -2% | u
3: Cc1ncc(CO)c(/C=N/NC(=O)c2cccc(S(=O)(=O)N3CCCC3)c2)c1O
→ -7% | 1% | 0% | 40% | -19% | 19% | -4% | -21%
4: S=c1[nH]nc(Nc2ccccc2)s1
→ -13% | 9% | 10% | -2% | 1% | -4% | -3% | 17%
5: CCCCN(CC)S(=O)(=O)c1ccc(C(=O)Nc2nnc(CSC)o2)cc1
→ 2% | -1% | -6% | 23% | u | -7% | 32µM* | i
6: NNC(=O)c1n[nH]c2c1CC(C1CCCCC1)CC2 (stereo not drawn)
→ 8% | 1% | 12% | -3% | 23% | 13% | -12% | -6%
7: O=C1C=CN(Cc2ccccc2)C(c2ccccc2)C1 (stereo not drawn)
→ -12% | 7% | 5% | -12% | 11% | 5% | 9% | -28%
8: O=C(COC(=O)c1cccs1)Nc1cccc(S(=O)(=O)N2CCCCC2)c1
→ -17% | 1% | 13% | 44% | 16% | -8% | 9% | -90%[inhibitor]
9: O=C(NC1CCCCC1)c1ccc(CNc2ccccc2)o1
→ -6% | 5% | 4% | -3% | u | -2% | -6% | 11%[57.5 µM]
10: Cc1ccc(S(=O)(=O)N(C)C)cc1NC(=O)COC(=O)CSc1ccccc1
→ -8% | 1% | 4% | 8% | 18% | -1% | 0% | i
11: C#CCOC(=O)c1ccccc1C(=O)O
→ 5% | 2% | -3% | 0% | 4% | -7% | 2% | u
12: C=CCn1c(SC)nc2sc3c(c2c1=O)CCc1ccccc1-3
→ -8% | 15% | 12% | 10% | 7% | -6% | 3% | -95%[inhibitor]
13: CC(C)(C)c1ccc(CC(=O)N2CCC2(C)C(=O)NS(=O)(=O)c2ccc(C#N)cc2)cc1 (stereo not drawn)
→ -12% | -6% | 6% | -5% | 23% | 0% | 11% | -10%
14: COC(=O)NC1c2ccccc2Oc2ccc(C)cc21 (stereo not drawn)
→ -8% | 8% | 5% | 0% | 13µM* | 1% | 3% | -5%
15: COc1ccc(C2CC(=O)N3CN(c4ccc(C)c(Cl)c4)CSC3=C2C#N)cc1 (stereo not drawn)
→ -15% | -6% | 6% | u | 17% | -16% | 4% | i
16: O=C(NCCCn1ccnc1)Nc1ccc2c(c1)OCO2
→ -11% | 1% | -3% | 4% | -10% | -9% | -2% | -7%
17: COc1ccc(OC)c(-c2nnc(-c3ccc(C)o3)o2)c1
→ 1% | 2% | 5% | 0% | 13µM* | 4% | 2% | i
18: Cc1nc2ccc(NC(=O)Cc3ccsc3)cc2s1
→ -5% | -3% | 15% | 3% | u | -2% | -16% | -43%[inhibitor][57.5 µM]
19: Cc1c(Cl)cccc1NC(=S)N(C)CCC#N
→ -7% | 2% | -3% | -11% | -9% | 3% | 0% | i
20: CCCCCCn1c(CN2CCCCC2CC)nc2c1c(=O)n(C)c(=O)n2C (stereo not drawn)
→ 1% | 6% | 3% | -18% | 11% | -11% | 1% | -20%

(next part)
Values in the order: EPAC1 antag | EPAC1 agonist | EPAC2 agonist | FUS suppressor | TDP43 rescue | EPAC2 antagonist | aSyn yeast inh | PTHR1 ag
21: CC(C)C(NC(=O)C(NC(=O)C1O[C@@H]2OC(C)(C)O[C@@H]2[C@H]2OC(C)(C)O[C@@H]12)C(C)C)C(=O)O (stereo partly drawn)
→ 4% | 12% | 6% | -18% | -10% | 1% | -5% | u
22: CCOC(=O)CC(NC(=O)Cc1ccccc1)c1ccccc1Cl (stereo not drawn)
→ 0% | 1% | 2% | 12% | 9% | 8% | -1% | -19%
23: CC1CCC2(CC1)N=C(N)Nc1nc3ccccc3n12 (stereo not drawn)
→ -4% | 1% | 3% | 2% | -18% | -10% | -5% | i
24: CN1CCCN(C(=O)c2ccccc2Cl)CC1
→ -5% | 2% | -2% | -11% | -3% | -2% | 3% | i
25: COc1ccc(-n2c(=S)[nH]c3c(oc4ccccc43)c2=O)cc1
→ -1% | -1% | 7% | x | 26% | 7% | -1% | 10%
26: Cc1ccccc1CNC(=O)C1CCC(=O)N(CC2CCCCC2)C1 (stereo not drawn)
→ 3% | -1% | -9% | 21% | -15% | 12% | -1% | -24%
27: Cc1ccc(NC(=O)c2cc(NC(=O)CCCC(=O)O)ccc2Cl)cc1Cl
→ -10% | -1% | -8% | 16% | -1% | -14% | 0% | i
28: CNC(=S)N/N=C/C1=CCC2CC1C2(C)C (stereo not drawn)
→ 10% | -3% | 6% | x | -3% | 22% | -2% | -10%
29: Cc1cc(=O)oc2cc(OCC(=O)NCc3cccnc3)ccc12
→ -3% | 6% | 4% | -3% | 15% | -13% | 7% | i
30: CC(NC(=O)/C=C/c1ccccc1[N+](=O)[O-])C1CC2CCC1C2 (stereo not drawn)
→ -13% | -11% | 2% | 9% | -4% | -11% | 3% | -16%
31: COc1cc2c(cc1OC)C1CCc3cc4c(cc3C1N=C2)OCO4 (stereo not drawn)
→ -3% | -3% | -3% | 5% | 9% | 3% | -8% | -17%
32: COCCCNC(=O)Cn1c(=O)n(CC(=O)NCCc2ccc(OC)c(OC)c2)c(=O)c2sccc21
→ 1% | -20% | 7% | 8% | -7% | 4% | 1% | -19%
33: CCOc1cccc(C2C(C#N)=C(N)Oc3cc(C)[nH]c(=O)c32)c1OCC (stereo not drawn)
→ 5% | 11% | 8% | -21% | 8% | 4% | 1% | -2%
34: CC(C)NC(=O)C1(C)CN(S(C)(=O)=O)CC(=O)N1Cc1ccco1 (stereo not drawn)
→ 6% | -14% | 4% | -12% | 13% | 7% | -2% | i
35: COc1c(C)cccc1C(=O)Nc1ccc(OCC(=O)N2CCOCC2)cc1C
→ 7% | -6% | 1% | 21% | 3% | 15% | -1% | -21%
36: COc1ccc(C)c2sc(=NC(=O)c3cccc(N4C(=O)CCC4=O)c3)n(C)c12
→ 8% | -21% | 3% | 18% | -19% | 16% | -2% | -38%[inhibitor]
37: CCOC(=O)[C@@H]1[C@H]2COc3ccccc3[C@H]2N2C(=O)N(c3ccc(C(F)(F)F)cc3)C(=O)[C@]12C
→ -27% | -2% | 4% | 34% | -10% | -5% | -49%[inhibitor] | -23%
38: CC[C@H](C)[C@H]1CNC(=S)N1CC1CCN(CCC(C)C)CC1
→ -4% | -13% | 17% | -23% | 3% | 5% | -2% | 3%
39: CC(=O)Nc1ccc(NC(=O)CSc2ccc3nnc(-c4ccccn4)n3n2)cc1
→ 6% | -3% | 5% | 22% | 11% | 2% | 3% | i
40: O=C(CN1CCC(n2nnc3cc(F)ccc32)CC1)Nc1ccccc1N1CCOCC1
→ -22% | -7% | -4% | 7% | -14% | -2% | 4% | -8%[57.5 µM]

Going on with the list.
Values in the order: EPAC1 antag | EPAC1 agonist | EPAC2 agonist | FUS suppressor | TDP43 rescue | EPAC2 antagonist | aSyn yeast inh | PTHR1 ag
41: CC1(C)CC(=O)C=C(c2cc3ccccc3s2)C1
→ -20% | -9% | -2% | 8% | 35% | -5% | 7% | i
42: COc1cc(/C=N/NC(=S)NCCN2CCOCC2)cc(OC)c1O
→ 3% | 11% | 10% | 8% | -5% | -4% | -8% | -3%
43: COc1ccc(CNC(=O)c2c(O)c3ccccc3n(C)c2=O)cc1
→ -3% | 7% | 13% | -4% | 5% | -4% | -3% | i
44: O=C1CC(c2cccnc2)c2cc3c(cc2N1)OCCO3 (stereo not drawn)
→ -4% | -11% | 7% | -23% | 20% | -2% | -1% | -7%
45: CC(=O)N/N=C(\N)c1nonc1N
→ -19% | 11% | 4% | -18% | 10% | 2% | -7% | -19%
46: Cc1nc(Nc2ccccc2)sc1C
→ -9% | 4% | 4% | -23% | 0% | -11% | 2% | -16%
47: CC(=O)c1ccc(NC(=O)C(C)N(C)CC(=O)Nc2ccc(N3CCOCC3)cc2)cc1 (stereo not drawn)
→ -5% | 1% | 6% | 12% | 24% | 14% | -5% | i
48: Cc1[nH]c2ccccc2c1/C=C(\C#N)S(=O)(=O)c1ccccc1
→ -4% | 27% | 8% | 21% | -22% | -5% | -20% | -17%
49: O=C(Nc1ccncc1)c1ccc(S(=O)(=O)Nc2ccccc2)cc1
→ u | 4% | 2% | 9% | x | -13% | 1% | -12%

Gathered by group: those above with two or more sulfur atoms (6)
Values in the order: EPAC1 antag | EPAC1 agonist | EPAC2 agonist | FUS suppressor | TDP43 rescue | EPAC2 antagonist | aSyn yeast inh | PTHR1 ag
4: S=c1[nH]nc(Nc2ccccc2)s1
→ -13% | 9% | 10% | -2% | 1% | -4% | -3% | 17%
5: CCCCN(CC)S(=O)(=O)c1ccc(C(=O)Nc2nnc(CSC)o2)cc1
→ 2% | -1% | -6% | 23% | u | -7% | 32µM* | i
8: O=C(COC(=O)c1cccs1)Nc1cccc(S(=O)(=O)N2CCCCC2)c1
→ -17% | 1% | 13% | 44% | 16% | -8% | 9% | -90%[inhibitor]
10: Cc1ccc(S(=O)(=O)N(C)C)cc1NC(=O)COC(=O)CSc1ccccc1
→ -8% | 1% | 4% | 8% | 18% | -1% | 0% | i
12: C=CCn1c(SC)nc2sc3c(c2c1=O)CCc1ccccc1-3
→ -8% | 15% | 12% | 10% | 7% | -6% | 3% | -95%[inhibitor]
18: Cc1nc2ccc(NC(=O)Cc3ccsc3)cc2s1
→ -5% | -3% | 15% | 3% | u | -2% | -16% | -43%[inhibitor][57.5 µM]

Compound activity from PubChem.
